Assay outcomes as filed in PubChem BioAssay.
Insulin prom inh – TRM-6 insulin promoter activity inhibition; TRM-6 cells (human fetal islet line), insulin promoter-eGFP reporter, imaging; reporter expression induced with tamoxifen; actives 0.9% (n = 130,000); inhibition, % at 2 µM;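 active = inhibition above the mean plus 3 SD, with well images judged a real hit on visual review, cut at about 60% in these data, passing the limit was not always enough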
sdo1 growth – compounds rescuing growth of sdo1-depleted yeast, bone marrow failure model. S. cerevisiae sdo1-depleted JHY4D growth rescue, OD600 30 h; active compounds read high; pdr5 snq2 efflux-pump mutant strain. z-score at 10 µM. actives 0.21% (n = 140,000). AID 817;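 active = z-score above 3 at both the 24 hr and the 30 hr optical density reads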;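 note: z-score against mean and SD of all compound wells on the same plate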
sdo1 growth Rescue 24 h – also measured in sdo1 growth; calls as there; z-score; S. cerevisiae sdo1-depleted JHY4D growth rescue, OD600; measured here: growth rescue at 24 h;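 0 is the plate mean of compound wells and units are plate SD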
An asterisk follows results filed as active; . = no result given; [ ] = another dose, or the depositor's remark.

No.	Insulin prom inh	sdo1 growth	Compound	sdo1 growth Rescue 24 h
1	.	-1.8	O=C(c1ccc(Cl)cc1)N1CCC(O)(CSc2ccc(Cl)cc2Cl)CC1	-1.5
2	12	0.48	Cc1cc(NC(=O)c2cc(C(C)C)on2)no1	0.14
3	29	1.9	Cc1ccccc1-c1nn[nH]n1	0.18
4	13	.	Cc1[nH]c2ccccc2c1CN1CCC(CO)(Cc2ccccc2)CC1	.
5	-43	-0.54	C=CCn1c(Cc2cccc3ccccc23)n[nH]c1=S	-0.33
6	15	1	COc1ccc(CCCC(=O)O)c(C)c1	1.3
7	.	-1.1	Cc1ccc2nc(-c3cccc(NS(C)(=O)=O)c3)cc(-c3ccccc3)c2c1	-0.88
8	74*	0.61	NC(=O)c1ccccc1N/C=C/C(=O)c1ccc(Cl)cc1Cl	0.2
9	-50	1.7	Cc1oc2nc(SCC(=O)N3CCCCC3)nc(N)c2c1C	0.85
10	-22	0.18[9.7 µM]	Cc1cc(C)c2c(-n3cccc3)c(C(=O)O)sc2n1	-0.16
11	-50	1.1	Cc1ccccc1C1(CCN2CCCCC2)CCOC(C)(C)C1 (stereo unspecified)	0.63
12	.	0.29	O=C(CCn1nnc2ccccc21)Nc1nnc(-c2ccccc2F)s1	1.4

Rewritten screen by screen: two of the compounds above
(4) Cc1[nH]c2ccccc2c1CN1CCC(CO)(Cc2ccccc2)CC1
(11) Cc1ccccc1C1(CCN2CCCCC2)CCOC(C)(C)C1 (stereo unspecified)

entry no.	4	11
Insulin prom inh	13	-50
sdo1 growth	.	1.1
sdo1 growth Rescue 24 h	.	0.63

Quoted at random: six compounds from above
No.	Insulin prom inh	sdo1 growth	Compound	sdo1 growth Rescue 24 h
8	74*	0.61	NC(=O)c1ccccc1N/C=C/C(=O)c1ccc(Cl)cc1Cl	0.2
11	-50	1.1	Cc1ccccc1C1(CCN2CCCCC2)CCOC(C)(C)C1 (stereo unspecified)	0.63
2	12	0.48	Cc1cc(NC(=O)c2cc(C(C)C)on2)no1	0.14
7	.	-1.1	Cc1ccc2nc(-c3cccc(NS(C)(=O)=O)c3)cc(-c3ccccc3)c2c1	-0.88
6	15	1	COc1ccc(CCCC(=O)O)c(C)c1	1.3
9	-50	1.7	Cc1oc2nc(SCC(=O)N3CCCCC3)nc(N)c2c1C	0.85

More results follow:
No.	Insulin prom inh	sdo1 growth	Compound	sdo1 growth Rescue 24 h
13	.	-1.9	CCn1c(/C=C2\C(=O)N(C)c3ccccc32)nc2ccccc2c1=O	0.13
14	.	1.1	Cc1sc(-n2cccc2)c(C(=O)O)c1C	0.79
15	-49	1.1	CCCC(=O)NNC(=O)c1ccoc1C	1.2
16	.	-0.07	CC(CC(C)C(=O)N1CCOCCN(C(=O)C(C)CC(C)C(=O)O)CCOCC1)C(=O)O (stereo unspecified)	0.26
17	1	0.69	O=C(NC1CCCCCC1)c1ccc(S(=O)(=O)NCc2ccco2)cc1	1
18	6	0.48	CS(=O)(=O)N(CCC(=O)O)Cc1ccccc1	0.44
19	-11	-2	CCCOc1ccc(Br)cc1/C=N/O	-1.5
20	11	-0.21	CC(C)(C)c1cc(C(=O)NCc2ccco2)ccn1	-0.37
21	16	-1.1	COCCn1c(=NC(C)=O)sc2cc([N+](=O)[O-])ccc21	-0.86
22	6	.	Cc1ccc(NC(=O)C2(c3ccccc3)CCCC2)nc1	.
23	.	0.82	COc1ccc(S(=O)(=O)Cc2ccc(C(=O)NC3CC3)o2)cc1	1.2
24	21	.	COc1cc(/C=N/NC(=O)Cc2ccc(Br)cc2)cc(OC)c1O	.
25	.	-0.52	Cc1ccc2c(c1)C1CN(C)CCC1N2C(=O)Nc1ccc(Cl)cc1 (stereo unspecified)	-0.53
26	-40	1.3	CCOC(=O)N1CCC(NC(=O)CN2C(=O)CSc3ncccc32)CC1	0.9
27	19	2.3	CC(NC(=O)c1cccnc1)c1ccc2c(c1)OCO2 (stereo unspecified)	1.6
28	7	.	Cc1ccc(C2=NNC(=O)C(c3c[nH]c4ccccc34)C2)cc1 (stereo unspecified)	.
29	-38	-1.5	CCCCCC1CC(CC(=O)Nc2nncs2)C(=O)O1 (stereo unspecified)	-1.1
30	-35	.	O=C(O)C(Cc1c[nH]c2ccccc12)N1CCS(=O)(=O)CC1 (stereo unspecified)	.
31	-35	0.63	CC1CCCC(NC(=O)COC(=O)c2sc3ccccc3c2Cl)C1C (stereo unspecified)	1.2
32	21	.	CCOc1ccc(-n2c(C)cc(/C=C3/C(=N)N4C(=NC3=O)SN=C4S(C)(=O)=O)c2C)cc1	.
33	13	0.22	Cc1ccc(S(=O)(=O)Nc2ccnc3ccccc23)cc1	-0.6
34	48	.	CN1CCN(C(=O)c2ccc(-n3cccn3)nc2)CC1	.
35	-20	0.52	CCOC(=O)c1c(C)[nH]c(C(=O)COC(=O)c2[nH]c(C)c(C(C)=O)c2C)c1C	2.4
36	50	.	O=C(CCC1CCCN(Cc2ccc3c(c2)CCO3)C1)NCc1ccc(F)c(F)c1 (stereo unspecified)	.
37	13	.	COc1ccc(/C=N/NC(=O)c2cc(OC)c(OC)c(OC)c2)cc1CN1CCc2cc(OC)c(OC)cc2C1C (stereo unspecified)	.
38	22	-1.8	COC(=O)c1sc2ccccc2c1-n1cccc1C(=O)C(=O)Nc1ccc(C)cc1	-0.93
39	-17	.	O=C1CC(C(=O)Nc2ccc(Cl)cc2)n2ncnc2N1 (stereo unspecified)	.
40	-31	-0.46	CC(C)(C)NC(=O)c1cccc(NC(=O)CSc2ccc(Cl)cc2)c1	-0.79
41	30	.	NC(=O)COc1ccc2oc(-c3ccccc3)cc(=O)c2c1	.
42	-21	0.22	Oc1ccccc1-c1nc(NCCN2CCOCC2)c2ccccc2n1	0.58
43	-14	-1.9	CCCCOc1ccc(-c2nnn(CC(=O)Nc3ncc(CC(=O)OCC)s3)n2)cc1	-0.03
44	11	0.19	CCCCNC(=O)COC(=O)c1cc(S(=O)(=O)N2CCCCCC2)ccc1OC	0.98
45	28	0.01	Cc1ccc(S(=O)(=O)c2c(N)n(NC(=O)c3ccccc3C)c3nc4ccccc4nc23)cc1	-0.17
46	-2	0.64	O=c1oc2c(CN3CCOCC3)c(O)ccc2c2ccccc12	-0.2
47	.	-0.04	O=C(O)CCCCCNc1nc2ncn(Cc3ccccc3)c2c(=O)[nH]1	-0.79
48	26	0.32	C(/CCc1ccccc1)=N\n1cnnc1	0.22
49	.	-2	Cc1nn(-c2ccccc2)c(C)c1/C=N/NC(=O)c1cc(-c2ccc(Br)s2)[nH]n1	-1.4
50	-30	0.12	O=C(CN(Cc1ccccc1)C(=O)c1cccc([N+](=O)[O-])c1)Nc1c(Cl)cc(Cl)cc1Cl	0.05
51	-42	-1.7	O=c1[nH]nc(Cc2ccc(-c3cccc(Cl)c3)o2)c2ccccc12	-0.99
52	-32	0.42	CC(C)[C@@H]1NC(=O)c2cc([N+](=O)[O-])cc(I)c2NCC[C@@H](C(N)=O)NC(=O)[C@H](CO)NC1=O	0.37
53	.	-1.2	CC1(C)Cc2cccc(OCC(=O)N3CCN(S(=O)(=O)c4ccccc4F)CC3)c2O1	-0.48
54	11	-0.45	CCOc1ccccc1C1C(C#N)=C(N)Oc2cc(N)ccc21 (stereo unspecified)	-0.97
55	45	-0.22	Cc1cc(N2CCN(c3nc4ccccc4s3)CC2)n2ncnc2n1	-1.1
56	-29	-0.17	O=C1Nc2cc(S(=O)(=O)N3CCCC3)ccc2N2CCCC12 (stereo unspecified)	-0.75
57	-33	.	O=C(/C=C/c1ccco1)OCn1nnc2ccccc2c1=O	.
58	-75	0.19	Cc1nnc(SCC(=O)N(Cc2ccccc2)C(C)C)n1-c1ccccc1	0.29
59	.	1.4	Cc1c(NC(=O)c2ccc3c4c(cccc24)CC3)c(=O)n(-c2ccccc2)n1C	1.2
60	11	.	Cc1ccc(C)c(NC(=S)NCCc2ccc(S(N)(=O)=O)cc2)c1	.
61	-18	.	O=c1c2ccccc2nnn1Cc1cccc2ccccc12	.
62	-2	.	Cc1ccc(N/C=C(\[N+](=O)[O-])S(=O)(=O)c2ccccc2)cc1	.
63	13	-1.6	Cc1ccc2cc3cc(C(=O)N4CC(C)CC(C)C4)oc3nc2c1 (stereo unspecified)	-1.5
64	7	-0.49	COc1ccc(/C=N/NS(=O)(=O)c2ccccc2)cc1OC(=O)c1ccc(C)cc1	-0.28
65	-58	.	Cc1cc(=O)cc(C)n1-c1ccc(Cl)cc1	.
66	.	-0.8	CCOC(=O)CCN(Cc1cccs1)S(=O)(=O)c1ccc(Cl)cc1	-0.21
67	.	-0.07	COc1ccc2[nH]cc(C(=O)CN3CCCCC3)c2c1	-0.18
68	-80	0.58	O=C(NCc1ccco1)C1OCCc2ccccc21 (stereo unspecified)	0.21
69	.	0.84	Cc1ccc(NC(=O)c2ccc(Nc3ccccc3F)nc2)cc1	1.1
70	9	0.38	Fc1ccc(CSc2nnc(-c3cc4c(s3)-c3ccccc3CC4)o2)cc1	0.27
71	-14	-0.81	COc1cc(C(=O)Nc2cccc3cccnc23)cc(OC)c1OC	-0.73
72	-107	-0.65	COc1ccccc1NC1=C(Cl)C(=O)N(c2ccccc2)C1=O	0.54

Insulin prom inh, entries above that show a hit
No.	Insulin prom inh	sdo1 growth	Compound	sdo1 growth Rescue 24 h
8	74*	0.61	NC(=O)c1ccccc1N/C=C/C(=O)c1ccc(Cl)cc1Cl	0.2

The list goes on.
No.	Insulin prom inh	sdo1 growth	Compound	sdo1 growth Rescue 24 h
73	14	-0.23	CCOc1ccc(C(C)(C)C)cc1S(=O)(=O)N1CCOCC1	0.23
74	.	2.4	CCC(C)/C(C)=N/NC(=O)C1COc2ccccc2O1 (stereo unspecified)	3.1
75	-79	-0.41	FC(F)(F)c1cc(-c2ccccc2)nc(N2CCCCC2)n1	0.96
76	-38	.	COc1cccc(-c2nc(=S)c3c(o2)CCCC3)c1	.
77	75*	0.11	O=C(NCCSc1ccccc1)c1cncc(Br)c1	-0.25
78	15	.	CN(C)/C=C/c1onc(-c2c(F)cccc2Cl)c1C#N	.
79	5	.	CC(NCc1ccc(S(N)(=O)=O)cc1)C(=O)Nc1ccc([N+](=O)[O-])cc1Cl (stereo unspecified)	.
80	-17	0.38	CCc1cccc(NC(=O)Cc2ccc([N+](=O)[O-])cc2)c1	0.33
81	.	0.57	CCn1c(SCC(=O)N/N=C/C=C/c2ccco2)nnc1-c1ccc(OC)cc1	0.66
82	34	0.91	CNC(=O)/C(=C/c1ccc2c(c1)OCO2)NC(=O)c1ccc(Br)cc1	0.78
83	8	-1.9	CC(=O)c1ccc(NC(=O)Nc2ncn(Cc3cccc(C)c3)n2)cc1	-0.74
84	-80	-1.9	c1ccc(Oc2nc(NCc3ccco3)nc(NCc3ccco3)n2)cc1	-1.5
85	-15	-0.41	COc1ccc(N2C(=O)NC3CC2(C)Oc2ccc(Br)cc23)cc1OC (stereo unspecified)	-0.39
86	.	0.24	CCOC(=O)c1cc(NC(=O)OC)c(C)nc1C	-0.38
87	42	.	Cc1ccc(Oc2ccc(OCC(=O)OC3CCS(=O)(=O)C3)cc2)cc1 (stereo unspecified)	.
88	27	-0.59	COc1cc2sc(C)nc2c2sccc12	-0.33
89	16	-0.25	CC(C)(C)OC(=O)N[C@@H](Cc1ccccc1)C(=O)N1CCC(C(=O)O)CC1	-1.2
90	-5	-1.1	Cc1nn(-c2ccccc2)c(Cl)c1/C=C(\C#N)C(=O)NC(C)C	-1.1
91	-35	0.51	Cc1ccccc1S(=O)(=O)Cc1ccc(C(=O)O)o1	0.22
92	-6	0.9	Cc1ncn(C23CC4CC(CC(C4)C2)C3)n1	-0.27
93	-3	0.23	O=C1COc2ccc(C(=O)COC(=O)CCc3ccc(S(=O)(=O)N4CCOCC4)cc3)cc2N1	-0.46
94	11	.	Cc1cccc2sc(NS(C)(=O)=O)nc12	.
95	.	0.83	Cc1ccc(/C=N/NC(=O)CNC(=O)Cc2ccccc2)o1	0.43
96	-7	0.76	COc1cc(C(=O)N/N=C(\C)Cn2nc([N+](=O)[O-])cc2C)ccc1O	0.21

Individual results from above.
Insulin prom inh result of #46 : -2
Insulin prom inh result of #70 : 9

Additional results.
No.	Insulin prom inh	sdo1 growth	Compound	sdo1 growth Rescue 24 h
97	-95	.	CC(C)N1CCc2c(sc(NC(=O)c3nc4ccccc4s3)c2C(N)=O)C1	.
98	10	-0.31	COC(=O)c1cccc(NC(=O)c2onc3c2CCCC3)c1	-0.37
99	-43	0.15	CN(C)S(=O)(=O)N(CC(=O)Nc1cccc(F)c1)c1ccccc1	-0.15
100	-127	.	Cc1[nH]n(-c2ccc(C(=O)O)cc2)c(=O)c1CCO	.
101	64	0.74	COC(=O)Nc1cc(C)nc2ccccc12	0.69
102	16	.	COc1ccc2c(c1)c(=O)oc1c(C)c3occ(C)c3cc12	.
103	.	-1.3	Clc1ccc(-c2nnc(-c3ccc(Br)cc3)c(N3CCSCC3)n2)cc1	-0.84
104	-21	1.1	Cc1cc2c(c(=O)n1Cc1ccco1)C(c1cccnc1)C(C#N)=C(N)O2 (stereo unspecified)	-0.52
105	19	0.39	CCC(OC(=O)c1ccco1)C(=O)NCc1ccco1 (stereo unspecified)	0.52
106	9	0.96	O=c1[nH]ncc(N/N=C/c2ccccc2)c1Cl	0.92
107	31	-0.21	Cn1c(SCC(=O)c2cccs2)nnc1-c1ccco1	-0.51
108	7	-0.41	CCOc1cccc(/C=N/Nc2ccc(S(=O)(=O)N(CC)CC)cn2)c1O	1
109	-19	0.43	Cn1c(=O)c2c(nc(NCCNC(=O)c3ccco3)n2Cc2ccccc2Cl)n(C)c1=O	-0.25

This is a random part of the collection, and some 0.99% of all compounds hit somewhere here.
